High-throughput results as filed in PubChem.
HT1080 IDH1KD tx: qHTS for induction of synthetic lethality in tumor cells producing 2HG: qHTS for the HT-1080-IDH1KD cell line. Potency, µM (series often up to 46.1 µM), for the others: top-dose activity, negative = toxicity, most hits filed as cytotoxic. actives 2% (n = 360,000). HT-1080 IDH1 knockdown viability, ATP luminescence, 48 h. AID 686971, 2013;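 note: potency is the fitted concentration of half-maximal effect; 0% = DMSO wells and -100% = cell-free medium wells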
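CellTiter-Glo luminescence after 48 h compound exposure at 37 degrees C of IDH1-knockdown HT-1080 cells in 5% FBS RPMI. %Activity scaled between DMSO wells and cell-free media wells, with curves fitted and assigned curve classes.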
HT1080-NT tox: qHTS for induction of synthetic lethality in tumor cells producing 2HG: qHTS for the HT-1080-NT fibrosarcoma cell line; AID 686970, 2013; actives 1.6% (n = 360,000); Potency, µM (titrated, usually from 46.1 µM), for inactives: top-dose activity, negative = less viability, most hits filed as cytotoxic; HT-1080-NT fibrosarcoma viability, CellTiter-Glo ATP luminescence, 48 h;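 note: NT is the 2HG producing partner of a matched IDH1 knockdown line; potency is the fitted concentration of half-maximal effect; 0% = DMSO-treated cells and -100% = media-only wells without cells; nearly all actives have a fitted effect of over 55% in size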
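HT-1080-NT; 750 cells/well; 5% FBS RPMI; 48 h compound, 37 degrees C; CellTiter-Glo luminescence; curve fitting and curve-class assignment.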
IL1B secr inh: qHTS for Inhibitors of Inflammasome Signaling: IL-1-beta AlphaLISA Primary Screen; THP-1 LPS/ATP IL-1B secretion, AlphaLISA, 16 h; active compounds read low; activity change, % at 57.5 µM; actives 4.7% (n = 360,000); in the data active = activity change below about -50%; inconclusive = mostly about -30% to -49%; note: % is set by controls: 0 for no effect and ±100 for the full control effect
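Secreted IL-1B measured by AlphaLISA bead assay after 16 h compound exposure of THP-1 cells; compounds (final up to 57.5 uM) added 1 h before LPS (250 ng/mL) and ATP (1.25 mM) stimulation; lower signal means less secretion.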
ATXN2 expr inh: Primary qHTS for Inhibitors of ATXN expression | HEK-293 ATXN2-luciferase reporter, luminescence, 24 h | Potency, µM (doses to about 57 µM), without a hit: at the top dose activity change, negative = inhibition, usual class: inhibitors | actives 0.72% (n = 360,000) | AID 1745845, 2022; note: potency is the fitted concentration of half-maximal effect; % is set by controls: 0 for no effect and ±100 for the full control effect; nearly all actives have a fitted effect of over 55% in size
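ATXN2-luciferase reporter cells (luciferase flanked by upstream and downstream ATXN2 gene portions) were treated 24 h at 37 °C with compounds at up to 57 uM. SteadyGlo luminescence gave expression; GF-AFC fluorescence gave viability.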
SW480 rereplic: A quantitative high throughput screen for small molecules that induce DNA re-replication in SW480 colon adenocarcinoma cells. SW480 DNA re-replication, Hoechst DNA content imaging, 48 h. Potency, µM (highest dose often 46.1 µM), inactives show at the top dose re-replication activation, most hits filed as activators. actives 1.8% (n = 340,000). AID 624297, 2012; note: potency is the fitted concentration of half-maximal effect; % of control where 0% means no effect; nearly all actives have a fitted effect of over 55% in size
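Compounds, transferred as 23 nL by pin tool, were incubated with cells for 48 hr; DNA content per nucleus was then quantified by Hoechst staining and fluorescence plate imaging.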
KB-3-1 tox: qHTS assay for MDR1-selective chemotherapeutics: Primary screen using the parental adenocarcinoma cell KB-3-1; actives 1.4% (n = 400,000); AID 1347075, 2019; KB-3-1 viability, CellTiter-Glo ATP luminescence, 72 h; Potency, µM (doses to about 46.1 µM), inactives show at the top dose activity change, negative = cytotoxic, actives largely listed as cytotoxic; note: potency is the fitted concentration of half-maximal effect; % is set by controls: 0 for no effect and ±100 for the full control effect; nearly all actives have a fitted effect of over 60% in size
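Multi-concentration cytotoxicity screen in KB-3-1 cells grown in DMEM lacking phenol red with 10% FBS. After 72 h at 37 °C with compound, ATP-dependent luminescence was recorded.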
WRN inhibitor: qHTS for Inhibitors of WRN Helicase; actives 0.46% (n = 360,000); AID 651768, 2012; Bifunctional 3'-5' exonuclease/ATP-dependent helicase WRN (Homo sapiens), Q14191; Potency, µM (highest dose often 114 µM), for inactives: top-dose activity change, negative = inhibition, usual class: inhibitors; WRN helicase unwinding, fluorescent forked duplex, kinetic; note: potency is the fitted concentration of half-maximal effect; % is set by controls: 0 for no effect and ±100 for the full control effect; nearly all actives have a fitted effect of over 55% in size
Target sequence (Q14191 whole entry, looked up): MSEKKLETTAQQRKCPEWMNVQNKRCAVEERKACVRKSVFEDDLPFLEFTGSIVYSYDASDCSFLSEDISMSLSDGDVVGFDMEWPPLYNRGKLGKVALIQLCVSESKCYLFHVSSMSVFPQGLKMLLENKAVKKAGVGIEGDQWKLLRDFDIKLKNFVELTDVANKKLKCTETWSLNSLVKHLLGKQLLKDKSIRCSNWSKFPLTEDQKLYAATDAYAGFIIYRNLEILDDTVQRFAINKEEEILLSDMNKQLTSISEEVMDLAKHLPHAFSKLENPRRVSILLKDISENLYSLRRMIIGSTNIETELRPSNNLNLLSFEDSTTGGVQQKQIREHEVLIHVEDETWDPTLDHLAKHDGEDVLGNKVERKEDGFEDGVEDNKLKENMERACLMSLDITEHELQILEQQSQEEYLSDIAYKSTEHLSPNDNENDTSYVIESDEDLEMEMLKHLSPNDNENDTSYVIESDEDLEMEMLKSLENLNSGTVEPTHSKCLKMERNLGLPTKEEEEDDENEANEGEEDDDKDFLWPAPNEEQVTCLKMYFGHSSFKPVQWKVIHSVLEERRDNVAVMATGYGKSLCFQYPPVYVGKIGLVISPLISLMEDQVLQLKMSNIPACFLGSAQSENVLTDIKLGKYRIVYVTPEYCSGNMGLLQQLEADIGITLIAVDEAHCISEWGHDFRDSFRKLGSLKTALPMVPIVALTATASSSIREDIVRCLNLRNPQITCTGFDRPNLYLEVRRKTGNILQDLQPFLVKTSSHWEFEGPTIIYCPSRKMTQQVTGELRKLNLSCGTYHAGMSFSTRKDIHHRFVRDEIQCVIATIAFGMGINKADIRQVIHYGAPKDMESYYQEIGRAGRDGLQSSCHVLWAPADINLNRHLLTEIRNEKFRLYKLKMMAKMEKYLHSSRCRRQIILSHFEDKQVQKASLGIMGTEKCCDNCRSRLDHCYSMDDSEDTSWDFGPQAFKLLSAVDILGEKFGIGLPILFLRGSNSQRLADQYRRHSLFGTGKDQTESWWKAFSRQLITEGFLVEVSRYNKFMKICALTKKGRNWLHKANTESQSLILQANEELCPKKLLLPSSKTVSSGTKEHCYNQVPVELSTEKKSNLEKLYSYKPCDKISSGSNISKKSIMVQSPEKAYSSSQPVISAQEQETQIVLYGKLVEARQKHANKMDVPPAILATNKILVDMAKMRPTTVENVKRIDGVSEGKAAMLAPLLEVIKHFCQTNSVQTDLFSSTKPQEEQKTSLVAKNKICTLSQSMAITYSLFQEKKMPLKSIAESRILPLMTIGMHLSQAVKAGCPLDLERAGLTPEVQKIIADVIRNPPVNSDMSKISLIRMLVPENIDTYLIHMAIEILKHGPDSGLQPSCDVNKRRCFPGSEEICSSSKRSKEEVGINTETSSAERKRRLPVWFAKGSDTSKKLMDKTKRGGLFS
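Primary qHTS, 1536-well format. 20 nM WRN + compound, 15 min RT; start with 100 nM forked fluorophore/quencher duplex, 2 mM ATP (final); kinetic read ex 525/em 598 nm.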
MCF10A rerep: A quantitative high throughput screen for small molecules that induce DNA re-replication in MCF 10a normal breast cells; MCF 10A DNA re-replication, Hoechst nuclear intensity, 48 h; Potency, µM (doses to about 46.1 µM), for inactives: top-dose activity, positive = re-replication, actives largely listed as activators; actives 2.9% (n = 350,000); note: potency is the fitted concentration of half-maximal effect; % of control where 0% means no effect; nearly all actives have a fitted effect of over 50% in size
KB-V1 cytotox: qHTS assay for MDR1-selective chemotherapeutics: Primary screen using the drug-selected MDR subline cells KB-V1 | KB-V1 MDR cells viability, CellTiter-Glo, 72 h | actives 3.4% (n = 400,000) | Potency, µM (highest dose often 46.1 µM), for the others: top-dose activity change, negative = cytotoxicity, most hits filed as cytotoxic | AID 1347076, 2019; note: potency is the fitted concentration of half-maximal effect; % is set by controls: 0 for no effect and ±100 for the full control effect; nearly all actives have a fitted effect of over 60% in size
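Readout: CellTiter-Glo luminescence, 10 min after addition. Cells: KB-V1 MDR subline, 72 h at 37 degrees C with compound. Analysis: corrected, normalized data fitted to concentration-effect curves.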
* hit, by the source's call; i = inactive; ? = inconclusive; . = not tested or not shown; [ ] = remark or other dose. Unless noted, calls come from the whole dose curve; as a rule, active = well fitted curve in the direction sought with a large enough effect; inconclusive = small, poorly fitted or top-dose-only effect, or another doubt; inactive = no such curve, though single readings can be large; an effect the other way counts as inactive or inconclusive. Compounds as they come; 12% or so of the library scored in one or more.

SMILES	HT1080 IDH1KD tx	HT1080-NT tox	IL1B secr inh	ATXN2 expr inh	SW480 rereplic	KB-3-1 tox	WRN inhibitor	MCF10A rerep	KB-V1 cytotox
CCCc1c(C(=O)N/N=C/c2ccc(-c3ccccc3)cc2)nnn1-c1nonc1N	0%	-1%	2	.	.	1%	6%	.	25%
O=C(COC(=O)Cc1ccc(Br)cc1)NCc1cccs1	17%	0%	-1	-2%	-1%	-17%	-11%	-1%	0%
COC(=O)c1sc(NC(=O)COc2cccc3ccccc23)nc1C	?	-25%	0	-34%	-3%	2%	-14%	18µM*	?
Cc1ccc(S(=O)(=O)C2(C(=O)N3CCN(C4CCCCC4)CC3)CC2)cc1	3%	-29%	-9	4%	19%	-1%	-14%	22%	16µM*
O=C(OCC(=O)N1N=C(c2ccc(Cl)cc2)CC1c1ccco1)c1cncc(Br)c1 (stereo not drawn)	-18%	2%	?	2%	?	-1%	-23%[11.6 µM]	9%	-7%
C=C(C)[C@H]1CC=C(C)/C(=N/NC(=O)CNc2ccccc2OC)C1	14%	-2%	-12	32%[activator]	-6%	-6%	-2%	0%	-1%
CC(=O)Nc1ccc(S(=O)(=O)N2CN(c3ccc(C)cc3)c3nc4ccccc4nc32)cc1	3%	6%	-11	-8%	-6%	?	-28%	?	-18%
COc1ccc(-n2cc(CNCCc3cscn3)c(-c3ccccc3Cl)n2)cc1	-21%	-10%	-63*	-23%	25%	-6%	-8%	7%	-2%
O=C(/C=C/Nc1ccc(Nc2ccccc2)cc1)c1cccs1	-27%	-2%	?	39%[activator]	?	-13%	-18%	?	-7%
COc1ccc(C)cc1NC(=O)C(NC(=O)c1cc(OC)c(OC)c(OC)c1)C(C)C (stereo not drawn)	-19%	-3%	16	-8%	?	-17%	8%	4%[9.22 µM]	?
Cc1csc(=O)n1CCC(=O)OCC(=O)Nc1ncc(Cl)cc1Cl	2%	4%	14	5%	-2%	5%	-35%	0%	0%
O=C(COc1ccc(Br)cc1CO)Nc1ccc(S(=O)(=O)N2CCCC2)cc1	-19%	-4%	-57*	?	5%	-10%	-10%	14%	?
COc1ccc(OCCC(=O)NC2=NCCS2)cc1	23%	?	1	13%	-9%	12%	-13%	-1%	1%
Cc1ccc(S(=O)(=O)N2CCSC2C(=O)O)cc1 (stereo not drawn)	3%	6%	-16	-4%	5%	-3%	5%	-2%	-5%
COc1cc(NC(=S)NC(=O)c2cc(C)cc(C)c2)ccc1NC(=O)c1cccs1	2%	22%	-19	-5%	12%	0%	-7%	11%	-1%
Cc1cccc(Nc2nnc(SCC(=O)N(C)C3CCS(=O)(=O)C3)s2)c1C (stereo not drawn)	8%	9%	i	9%	8%	-6%	2%	18%	-14%
Cc1ccc(C(=O)NCc2ccc3c(c2)OCO3)cc1Cl	-12%	-9%	-8	29%	-3%	-16%	-34%	-3%	1%
C[C@H](CO)N1C[C@H](C)[C@@H](CN(C)Cc2ccc3c(c2)OCO3)Oc2cc(Br)ccc2S1(=O)=O	-26%	13%	27	2%	.	24%	-14%	.	-29%
O=C(c1cnn(-c2ccccc2)c1)c1ccccc1O	-7%	-8%	-6	19%[11.3 µM]	4%	-2%	-31%[57.1 µM]	18%	?
O=C(Nc1ccc(N2C(=O)C3C4C=CC(C4)C3C2=O)cc1)Nc1nnc(C(F)(F)F)s1 (stereo not drawn)	0%	5%	9	13%	-14%	11%	-3%	1%	?
CN(C(=O)COC(=O)c1cc2c(s1)CCCCC2)c1ccccc1	-3%	0%	-7	11%	-14%	-3%	-13%	11%	0%
O=C(O)CCSc1nnc(-c2cccnc2)n1-c1ccccc1	11%	3%	1	-2%	-17%	9%	4%	-5%	13%
COc1ccc(/C=N/Nc2nc3ccccc3o2)cc1O	6%	9%	10	-32%	-3%	3%	-15%	8%	-1%
CN(C)S(=O)(=O)c1cccc(CSc2cccc[n+]2[O-])c1	1%	-2%	19	5%	?	1%	9%	?	1%
NS(=O)(=O)c1cccc(NC(=O)c2cccc(Oc3ccccc3)c2)c1	-19%	-19%	117	-26%	1%	-2%	-5%	13%	-17%
O=C(CCc1ccc(O)c(O)c1)NNC(=S)Nc1ccc(Br)cc1Cl	-9%	-7%	-4	8%	-5%	-4%	4%	7%	-9%
COc1ccc(OC)c(C(O)c2nc3ccccc3n2C(C)C)c1 (stereo not drawn)	6%	1%	9	6%	-1%	1%	-2%	0%	-7%
COc1ccc(C(=O)OCC(=O)Nc2cc(S(=O)(=O)N3CCOCC3)ccc2N2CCCC2)cc1	-7%	-16%	-64*	0%	9%	-12%	3%	9%	-12%
O=C(O)c1ccc(CNC(=O)c2ccc(C(F)(F)F)cc2)cc1	0%	-3%	28	-24%	-5%	10%	10%[57.1 µM]	2%	18%
FC(F)(F)c1ccc(N2CCOCC2)c(Nc2nc3ccccc3n3cnnc23)c1	?	?	-61*	-34%	?	?	-30%	23µM*	?
Cc1noc(C)c1C(c1ccccc1)S(=O)(=O)c1ccccc1 (stereo not drawn)	-2%	-5%	44	0%	-3%	0%	-2%	?	16%
COc1ccc(C(C)NC(=S)NCc2ccc(F)cc2)cc1 (stereo not drawn)	-10%	-17%	22	-8%	?	-18%	-3%	5%	0%
O=C(CSc1nnc(COc2ccc(Cl)cc2)o1)N(c1ccccc1)C1CCS(=O)(=O)C1 (stereo not drawn)	-23%	-16%	-17	.	.	?	0%	.	?
CCOc1ccc(C(=O)c2cnc3ccccc3c2N2CCN(CC)CC2)cc1	3%	3%	?	-1%	4%	8%	2%	21%	?
COc1cccc(-c2ccc3nnc(SCC(=O)N4CCCC4)n3n2)c1	10%	-1%	?	-11%	?	-15%	8%	-11%	-26%
COc1ccc(OCc2cc(=O)c3ccc4c(c3o2)C=CC(C)(C)O4)cc1OC	-2%	7%	-12	-4%	-51%[inhibitor]	-4%	-4%	16%	0%
CN(N=Nc1nc[nH]c1C(=O)NN)C1CCCCC1	15%	15%	0	-6%	-10%	0%	-10%	-7%	0%
CCOC(=O)C1=C(CC)Nc2ccccc2N=C1NC(=O)c1ccc(S(=O)(=O)N(C)C)cc1	?	1%	-10	-7%	1%[9.22 µM]	-1%	-25%	?	?
Cc1cc(C(=O)Nc2nnc(C3CC3)s2)c(C)s1	-2%	-2%[9.24 µM]	9	60%[activator]	-63%[inhibitor]	-9%	2%	-2%	-22%
O=C(Nc1cccc(C(=O)O)c1)/C(=C/c1ccccc1)NC(=O)c1cccc(Br)c1	0%	0%	2	.	-10%	6%	2%	9%	5%

At a glance, some entries already given.
SMILES	HT1080 IDH1KD tx	HT1080-NT tox	IL1B secr inh	ATXN2 expr inh	SW480 rereplic	KB-3-1 tox	WRN inhibitor	MCF10A rerep	KB-V1 cytotox
COc1cccc(-c2ccc3nnc(SCC(=O)N4CCCC4)n3n2)c1	10%	-1%	?	-11%	?	-15%	8%	-11%	-26%
COc1ccc(OCc2cc(=O)c3ccc4c(c3o2)C=CC(C)(C)O4)cc1OC	-2%	7%	-12	-4%	-51%[inhibitor]	-4%	-4%	16%	0%
CN(N=Nc1nc[nH]c1C(=O)NN)C1CCCCC1	15%	15%	0	-6%	-10%	0%	-10%	-7%	0%
CCOC(=O)C1=C(CC)Nc2ccccc2N=C1NC(=O)c1ccc(S(=O)(=O)N(C)C)cc1	?	1%	-10	-7%	1%[9.22 µM]	-1%	-25%	?	?
Cc1cc(C(=O)Nc2nnc(C3CC3)s2)c(C)s1	-2%	-2%[9.24 µM]	9	60%[activator]	-63%[inhibitor]	-9%	2%	-2%	-22%
O=C(Nc1cccc(C(=O)O)c1)/C(=C/c1ccccc1)NC(=O)c1cccc(Br)c1	0%	0%	2	.	-10%	6%	2%	9%	5%

Look-ups from above:
IL1B secr inh with C[C@H](CO)N1C[C@H](C)[C@@H](CN(C)Cc2ccc3c(c2)OCO3)Oc2cc(Br)ccc2S1(=O)=O reads 27
ATXN2 expr inh with COc1ccc(OCc2cc(=O)c3ccc4c(c3o2)C=CC(C)(C)O4)cc1OC reads -4%

Next section
SMILES	HT1080 IDH1KD tx	HT1080-NT tox	IL1B secr inh	ATXN2 expr inh	SW480 rereplic	KB-3-1 tox	WRN inhibitor	MCF10A rerep	KB-V1 cytotox
COc1ccc(N2CCN(C(=O)COC(=O)c3ccc(C)o3)CC2)cc1	7%	7%	10	5%	-1%	-2%	7%	-1%	-4%
COCCCN1C(=O)c2ccccc2C1C(=O)NC1CCCCCC1 (stereo not drawn)	5%	8%	14	4%	-10%	0%	6%	7%	?
Cc1ccc(S(=O)(=O)N2CCN(CC(=O)N/N=C/c3ccc(Br)s3)CC2)cc1	-20%	-18%	?	-3%	8%	-13%	-7%	-3%	?
NC(=S)Cc1nc2n(n1)Cc1ccccc1-2	7%	-13%[9.24 µM]	-9	-7%	-2%	-7%	0%	-1%	11%
COc1ccc(C=NOCC(=O)OCC(=O)Nc2ccc(OC)cc2)cc1	10%	0%	7	3%	-5%	11%	0%	-3%	-5%
